esBAF inh – inhibitors of esBAF chromatin remodeling in mouse ES cells. Bmi1-luciferase knock-in reporter, 24 h; 100% = twice the neutral-well signal. reporter increase, % at 12.5 µM. 350,000 compounds, 2% hits; in the data active = activation above about 40%;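 also: 0% = median of the plate's neutral control wells and 100% = double that signal; a rise in the Bmi1 reporter signal indicates esBAF inhibition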
Casp6 inh – inhibitors of human caspase-6 | P55212 | purified caspase-6, Z-VEID-R110 cleavage fluorescence | inhibition, % at 12.5 µM | 350,000 compounds, 0.53% hits | AID 686996;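 active = mean inhibition across replicates at least about 35%, with every replicate also reaching that limit, limit read from the data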;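 also: 0% = median of neutral control wells and 100% = no fluorescence left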
Target sequence (P55212 24-179 limits assumed): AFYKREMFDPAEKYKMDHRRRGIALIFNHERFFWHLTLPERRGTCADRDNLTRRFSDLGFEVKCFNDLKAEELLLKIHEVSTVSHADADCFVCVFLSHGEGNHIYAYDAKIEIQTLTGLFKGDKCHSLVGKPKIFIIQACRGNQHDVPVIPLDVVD
Target sequence (P55212 194-293 limits assumed): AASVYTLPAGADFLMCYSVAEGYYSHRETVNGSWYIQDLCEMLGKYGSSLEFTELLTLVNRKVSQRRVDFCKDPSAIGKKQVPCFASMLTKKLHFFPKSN
SIRT5 block – sirtuin-5 (human) deacylase inhibition; AID 652115; inhibition, % at 15 µM; Purified SirT5, succinyl-peptide AMC, trypsin-coupled fluorescence; 330,000 compounds, 1.1% hits; in the data active = inhibition above about 15%
Target sequence (Q9NXA8 whole entry, looked up): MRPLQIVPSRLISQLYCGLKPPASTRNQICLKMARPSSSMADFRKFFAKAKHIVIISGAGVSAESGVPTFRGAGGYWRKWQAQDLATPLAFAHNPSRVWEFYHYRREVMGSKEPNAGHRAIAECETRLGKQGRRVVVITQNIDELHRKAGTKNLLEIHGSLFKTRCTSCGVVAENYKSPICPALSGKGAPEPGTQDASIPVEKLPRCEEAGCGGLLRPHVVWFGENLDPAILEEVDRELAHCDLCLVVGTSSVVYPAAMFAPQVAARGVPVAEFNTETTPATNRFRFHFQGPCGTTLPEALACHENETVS
FN deposition inh – fibronectin deposition inhibition. inhibition, % at 12.6 µM. 350,000 compounds, 0.086% hits. AID 743247. AH1F fibroblasts, Alexa488-fibronectin deposition fluorescence, overnight;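 active = mean inhibition across replicates of 30% or more, regardless of how many single replicates reach that level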;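 also: positive control wells lacked labelled fibronectin entirely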
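Material: AH1F fibroblast monolayer depositing Alexa488-labelled fibronectin into matrix / Amount: 10000 AH1F cells per well / Signal: fluorescence 485/525 nm / Medium: DMEM, 2% serum / Compound: single dose, pinned / Incubation: 1 h cell adhesion before compound, then overnight fibronectin incubation / Reagent: Alexa488-FN, 24 nM final / Read-out: inhibition of fibronectin deposition signal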
Statin myotox sup – suppression of simvastatin myotoxicity; C2C12 myotubes + simvastatin, ATP luminescence, 48 h; scaled: DMSO 0, geranylgeraniol control 100; rescue of ATP level, % at 7.49 µM; 330,000 compounds, 0.78% hits;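 active = mean ATP rescue above about 67%, or every replicate alone reaching that limit, limit read from the data, passing the limit was not always enough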;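 also: myotubes were challenged with 10 µM simvastatin during compound exposure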
S100A4 inh HTS – inhibitors of human S100A4 binding to myosin IIA peptide; 360,000 compounds, 0.14% hits; S100A4/TAMRA-MyoIIA peptide fluorescence polarization; P26447; AID 652163; inhibition, % at 10.7 µM;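 active = mean inhibition of at least 70% across replicates, with every replicate also reaching that level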
Target sequence (P26447 whole entry, looked up): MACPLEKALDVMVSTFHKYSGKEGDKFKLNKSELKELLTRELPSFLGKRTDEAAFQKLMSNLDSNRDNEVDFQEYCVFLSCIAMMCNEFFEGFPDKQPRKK
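Test system – S100A4 monomer (human) · Compound – single-point compound testing · Schedule – 5 min incubation before reading · Probe or stimulus – TAMRA-labelled myosin IIA heavy-chain peptide probe, 5 nM · Benchmarks – neutral control DMSO, positive control TFP · Medium – Calcium-containing HEPES buffer, pH 7.2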
LGR2 inh – Drosophila LGR2 receptor signaling inhibition | HEK293 LGR2, CRE-luciferase, bursicon-stimulated, 4 h | inhibition, % at 9.99 µM | 380,000 compounds, 0.35% hits | AID 720647;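 active = drop in luminescence signal, shown as inhibition above about 50% in the replicate tests, limit read from the data, passing the limit was not always enough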;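 also: agonist challenge used bursicon conditioned medium at about half maximal strength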
Starred values were filed as active, the others as inactive; x = not tested or not shown; & = joins results of further samples. Some of the compounds tested, so the mix of outcomes need not match the whole.

SMILES	esBAF inh	Casp6 inh	SIRT5 block	FN deposition inh	Statin myotox sup	S100A4 inh HTS	LGR2 inh
C[C@H]1CN([C@@H](C)CO)C(=O)c2cc(NC(=O)Cc3cn(C)c4ccccc34)ccc2O[C@H]1CN(C)Cc1ccc(Oc2ccccc2)cc1	-3	-1	11	6	x	-1	-1
CC(C)(C)c1cc(C(=O)N/N=C/c2ccc(-c3ccccc3[N+](=O)[O-])o2)n[nH]1	30	2	0	9	-34	-7	-20
COc1ccc(S(=O)(=O)Nc2ccc3c(c2)C(=O)N([C@@H](C)CO)C[C@@H](C)[C@H](CN(C)S(=O)(=O)c2ccc(F)cc2)OCCCC[C@H](C)O3)cc1	13&10	-4&1	8	1	1&7	2&-23	10
CCOC(=O)c1ccc(N=c2sc(C(=O)OC)cc(=O)n2Cc2ccco2)cc1	28	-2	1	8	-3	-1	70*
Cc1cc(Br)cn2ccnc12	5	x	x	-14	1	x	x
O=C(NNC(=O)c1ccncc1)Nc1cc(Cl)ccc1Cl	x	-3	-1	-5	0	0	-7
Cn1nc(C(=O)OCC(=O)Nc2cccc(S(=O)(=O)N3CCCC3)c2)c2ccccc2c1=O	x	1	0	4	x	-1	6
CCCNC(=O)N(C)C[C@@H]1Oc2cc(C#CCC(C)C)ccc2S(=O)(=O)N([C@H](C)CO)C[C@H]1C	1	0	5	x	-22	10	8
CC(C)(C)C1CCC(OC(=O)CN2CCCCC2)CC1 (stereo not given)	x	0	-3	0	x	-5	x
COC(=O)c1cn(C(=O)c2ccc(F)cc2)c2ccccc12	-9	0	-4	0	1	-3	-1
Cc1cc(=O)n2c(C(=O)Nc3ccc(C(=O)OC(C)C)cc3)c(C(=O)Nc3ccccc3)sc2n1	x	0	-5	1	x	3	30
CN(CCOc1ccccc1)C(=O)c1cc(COc2c(F)cccc2F)on1	23	1	1	5	8	1	-2
COc1ccc(CC(=O)Nc2nc(-c3ccc(F)c(F)c3)cs2)cc1OC	-9	2	0	1	-26	-2	16
CCOc1nc(NC(=O)NS(=O)(=O)Oc2ccccc2Cl)nc(-c2ccccc2)n1	12	x	x	4	5	x	-2
O=C(c1ccccn1)N1CC(=O)N2[C@H](C1)[C@@H](c1ccc(C#Cc3ccccc3)cc1)[C@@H]2CO	x	-1	-2	x	x	22	4
CC1CN(CC(=O)Nc2ccc(Br)cn2)CC(C)O1 (stereo not given)	-1	19	x	-2	13	5	5
CC1CCCC(NC(=O)COC(=O)Cc2ccc(Cl)cc2)C1C (stereo not given)	-2	1	1	-1	-12	-8	3
Cc1cnc(C(=O)OCC(=O)Nc2cc(S(=O)(=O)N3CCOCC3)ccc2Cl)cn1	x	1	-2	11	x	0	-7
N#C/C(=C\c1ccc(F)c(Br)c1)C(=O)NC1CC1	x	-1	-4	5	x	-1	15
COc1ccc(/C=C/C(=O)Oc2ccc(/C=N/NC(=O)c3ccncc3)cc2)cc1	-3	-4	-1	2	-64	-5	-13
Cc1ccc(NS(=O)(=O)c2ccc(C(=O)N3CCCCCC3)cc2)cc1	-1	2	-1	-1	4	-12	0
Cc1ccc(S(=O)(=O)N[C@H]2CC[C@@H](CCn3cc(C4(O)CCCC4)nn3)O[C@H]2CO)cc1	3	-1	-2	-1	3	6	20
COc1ccc(NC(=O)N(C)C[C@@H]2Oc3ccc(NS(=O)(=O)c4ccc(Cl)cc4)cc3C(=O)N([C@@H](C)CO)C[C@H]2C)cc1	8	1	1	1	x	26	6
CS(=O)(=O)c1ccc(C(=O)NCc2ccc(F)cc2)cc1	-13	8	-4	-9	-1	1	15

At a glance, some entries already given:
SMILES	esBAF inh	Casp6 inh	SIRT5 block	FN deposition inh	Statin myotox sup	S100A4 inh HTS	LGR2 inh
Cc1ccc(S(=O)(=O)N[C@H]2CC[C@@H](CCn3cc(C4(O)CCCC4)nn3)O[C@H]2CO)cc1	3	-1	-2	-1	3	6	20
COc1ccc(NC(=O)N(C)C[C@@H]2Oc3ccc(NS(=O)(=O)c4ccc(Cl)cc4)cc3C(=O)N([C@@H](C)CO)C[C@H]2C)cc1	8	1	1	1	x	26	6
CS(=O)(=O)c1ccc(C(=O)NCc2ccc(F)cc2)cc1	-13	8	-4	-9	-1	1	15

Going on with the list:
SMILES	esBAF inh	Casp6 inh	SIRT5 block	FN deposition inh	Statin myotox sup	S100A4 inh HTS	LGR2 inh
O=C(c1cccc(S(=O)(=O)N2CCCCC2)c1)N(CCc1ccccc1)Cc1ccccc1	0	5	1	-4	-2	0	9
O=C(O)C[C@@H]1C[C@H]2c3cc(NC(=O)c4ccc5c(c4)OCO5)ccc3O[C@H]2[C@@H](CO)O1	-2	-1	-1	-3	1	4	11
COc1ccc(CNC(=O)COC(=O)c2ccc(Br)c(S(=O)(=O)N3CCOCC3)c2)cc1	-9	2	-2	-8	-4	-2	-5
CO[C@@H](CN(C)S(=O)(=O)c1ccc(F)cc1)[C@H](C)CN(Cc1ccccc1Cl)[C@@H](C)CO	-2	1	-4	5	-22	-2	2
COc1ccccc1C(=O)NCCC(=O)NCC(c1ccc(F)cc1)N1CCOCC1 (stereo not given)	3	-119	-3	-1	-25	-6	7
CC(C)CC1NC(=O)N(CC(=O)Nc2ccc(OC(F)F)cc2)C1=O (stereo not given)	-2	-2	-1	4	-8	-10	-15
O=C(N/N=C/c1ccco1)C12CC3CC(CC(C3)C1)C2	-3	2	2	-6	5	2	-13
CC1OC(=O)c2cc3ccccc3nc21 (stereo not given)	-7	3	1	1	2	-2	x
NC(=O)c1ccc(NC(=O)CSc2nnc(-c3ccccn3)n2N)cc1	x	3	-2	x	x	-3	0
CO[C@H]1CN(C)C(=O)c2cc(NC(=O)c3ccccc3)ccc2OC[C@H](C)N(C(=O)C2CC2)C[C@H]1C	-1	-3	4	0	11	-9	-4
N#Cc1ccc(-c2ccc([C@@H]3[C@@H]4CN(S(=O)(=O)c5ccc(-c6ccccc6)cc5)C[C@H]3N4)cc2)cc1	x	4	4	1	x	-1	8
O=C(Nc1cccc(S(=O)(=O)N2CCCCC2)c1)C1CC(=O)N(c2ccc3c(c2)OCCO3)C1 (stereo not given)	4	8	3	-1	14	-4	-7
C[C@H](CO)N1C[C@H](C)[C@H](CN(C)C(=O)Nc2ccc(C(F)(F)F)cc2)Oc2c(NS(=O)(=O)c3ccccc3)cccc2C1=O	4	-1	8	x	-43	15	1
CN1CCN(C(=O)CSc2cc(=O)n(C)c3ccccc23)CC1	x	7	-1	16	x	-6	-19
Cc1ccccc1-c1ccc2c(c1)O[C@H](CN(C)C(=O)Nc1ccccc1)[C@@H](C)CN([C@H](C)CO)S2(=O)=O	1	1	9	x	-13	12	6
CC(C)(C)NC(=O)C1CCN(c2ccc(S(=O)(=O)N3CCOCC3)cc2Cl)CC1	x	-1	-3	-3	x	-10	-34
O=C(OCC(=O)N1CCN(C(=O)c2ccco2)CC1)c1ccccc1Cc1ccccc1	14	x	x	x	7	x	6
C[C@@H]1CCCCO[C@@H](CN(C)C(=O)CCCN(C)C)[C@H](C)CN([C@H](C)CO)C(=O)c2cc(N(C)C)ccc2O1	-3	0	-1	x	-8	-1	-4
Cc1ccc(SCCC(=O)N2CCN(S(=O)(=O)c3ccccc3)CC2)cc1	16	2	-18	2	-1	-3	1
CC[C@@]12C(=O)N(c3cccc(Cl)c3)C(=O)N1[C@H](c1cccc(C)c1)[C@@H]1C(=O)N(Cc3ccccc3)C(=O)[C@@H]12	-5	-4	-7	-11	6	4	19
C[C@@H]1CN([C@H](C)CO)C(=O)c2cccc(NC(=O)NC3CCCCC3)c2O[C@H]1CN(C)C(=O)NC1CCCCC1	13	x	3	x	-6	2	6
CCOC(=O)CCc1nc2ccccc2[nH]1	1	-2	-1	x	30	4	8
O=C1NC(C2CC3C=CC2C3)Nc2ccccc21 (stereo not given)	x	-1	x	-7	x	-6	2
Cc1ccc(S(=O)(=O)N2CCN(C(=O)COC(=O)c3oc4ccccc4c3C)CC2)cc1	0	4	-3	-1	28	3	-1

3 entries already listed, ordered by formula weight, ascending:
SMILES	esBAF inh	Casp6 inh	SIRT5 block	FN deposition inh	Statin myotox sup	S100A4 inh HTS	LGR2 inh
O=C(OCC(=O)N1CCN(C(=O)c2ccco2)CC1)c1ccccc1Cc1ccccc1	14	x	x	x	7	x	6
CC[C@@]12C(=O)N(c3cccc(Cl)c3)C(=O)N1[C@H](c1cccc(C)c1)[C@@H]1C(=O)N(Cc3ccccc3)C(=O)[C@@H]12	-5	-4	-7	-11	6	4	19
C[C@@H]1CN([C@H](C)CO)C(=O)c2cccc(NC(=O)NC3CCCCC3)c2O[C@H]1CN(C)C(=O)NC1CCCCC1	13	x	3	x	-6	2	6

(listing goes on)
SMILES	esBAF inh	Casp6 inh	SIRT5 block	FN deposition inh	Statin myotox sup	S100A4 inh HTS	LGR2 inh
CO[C@H]1CN(C)C(=O)c2ccc(NC(=O)Nc3ccccc3)cc2OC[C@H](C)NC[C@H]1C	0	0	1	6	12	21	-3
O=C(COC(=O)CCc1ccccc1)Nc1cc(S(=O)(=O)N2CCOCC2)ccc1N1CCCC1	x	0	-3	17	x	-4	7
O=C(Nc1ccc(C(=O)O)cc1)/C(=C\c1ccco1)NC(=O)c1ccccc1Cl	-10	5	7	1	14	-1	-23
CC1CCCC(C)N1C(=O)COC(=O)c1ccc2ccccc2n1 (stereo not given)	16	-1	0	2	4	1	6
CC(=O)C1=C(c2ccccc2)NC(=O)NC1c1cccs1 (stereo not given)	2	-3	-1	-6	6	2	-6
COc1cc(/C=N/OCC(=O)Nc2cc(C)cc(C)c2)ccc1OCc1ccc(Cl)cc1	x	1	-3	-1	x	3	-106
Cc1cc2cc(C)c(NCCNC(=O)c3cccc(F)c3)nc2cc1C	x	5	-5	-5	x	-4	10
CC(=O)c1ccc(N2CCN(CC(O)COC(c3ccccc3)c3ccccc3)CC2)cc1 (stereo not given)	-6	-2	-11	-1	24	-7	5
C[C@H]1CN([C@@H](C)CO)C(=O)c2cc(NC(=O)Cn3cnnn3)ccc2O[C@@H]1CN(C)Cc1ccncc1	0	-5	-2	x	-6	36	9
CCC(C)n1c(=N)c(C#N)cc2c(=O)n3cc(C)ccc3nc21 (stereo not given)	x	-10	-33	-1	x	1	-11
CC(C)C[C@H](NC(=O)c1[nH]cnc1C(=O)Nc1ccccc1)C(=O)OC(C)(C)C	-3	1	0	-1	12	-3	38
COc1ccc(CN(CC(=O)NCc2ccc(F)cc2)C(=O)CCC(=O)Nc2cc(C)ccn2)cc1	-1	8	1	-10	2	-3	4
C[C@@H]1CCCCO[C@H](CN(C)Cc2ccc3c(c2)OCO3)[C@@H](C)CN([C@H](C)CO)C(=O)c2cc(NC(=O)c3ccncc3)ccc2O1	-8	x	x	-4	x	x	11
O=C(CN1C(=O)c2cccnc2Oc2ccc(Cl)cc21)NCCCc1ccccc1	0	3	0	-32	18	11	12
